# GIRK2 activator: Activates human GIRK2-containing potassium channels | P48051 | HEK293 GIRK2/NPY4 cells, thallium flux fluorescence | activation (% efficacy), % for hits at 37.5 µM | 34,000 tested, under 10 active | AID 1259324;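 active = primary screen hit, no activity in plain HEK293 cells, and in GIRK2-only cells above 5% efficacy rising with concentration; inactive = the rest, including fluorescent compounds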;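 note: efficacy is normalized control-subtracted fluorescence 15 s after thallium addition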
# Target sequence (P48051 whole entry, looked up): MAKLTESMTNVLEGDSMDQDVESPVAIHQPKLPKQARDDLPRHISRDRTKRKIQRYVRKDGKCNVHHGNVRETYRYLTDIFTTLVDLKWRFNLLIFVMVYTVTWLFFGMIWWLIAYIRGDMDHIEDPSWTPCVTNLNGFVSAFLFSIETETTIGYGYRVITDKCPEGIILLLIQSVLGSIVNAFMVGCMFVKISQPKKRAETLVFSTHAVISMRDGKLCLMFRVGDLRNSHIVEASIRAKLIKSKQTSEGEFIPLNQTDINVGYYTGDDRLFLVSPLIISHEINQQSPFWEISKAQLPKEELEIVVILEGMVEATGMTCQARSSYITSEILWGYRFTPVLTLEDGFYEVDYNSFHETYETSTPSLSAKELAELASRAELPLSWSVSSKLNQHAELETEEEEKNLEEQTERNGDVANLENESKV
# Calls only; i = inactive. Some of the compounds tested, so the mix of outcomes need not match the whole.
Structure,GIRK2 activator
COCCCn1c(NC(=O)Nc2ccccc2C#N)c2ccccc2nc1=O,i
Cc1ccc(OCCCC(=O)NCc2ccccc2)c(C)c1,i
CCOc1ccc(-n2nnnc2SCC(=O)NC(C)C)cc1,i
COc1cc(NC(=O)CSC2=NC3(CCCC3)N=C2c2ccccc2)cc(OC)c1,i
CN(C)S(=O)(=O)c1ccc(C(=O)NCC2CCN(C(=O)/C=C/c3ccco3)CC2)cc1,i
O=S(=O)(NCC(O)c1ccsc1)c1cccs1 (configuration not stated),i
O=C(Nc1nnc(-c2ccc(Br)s2)o1)c1ccc2c(c1)OCCO2,i
Cc1cc(C(=O)N=c2sc3cccc(Cl)c3n2C)on1,i
O=C(Nc1nnc(Cc2cccs2)o1)c1ccc2c(c1)OCO2,i
CCc1c(C)nc(SCc2nc(-c3ccccc3)oc2C)[nH]c1=O,i
CC(=O)Nc1cccc(NC(=O)c2ccc(=O)n(Cc3ccc(F)cc3)n2)c1,i
c1coc(-c2csc(CN3CCNCC3)n2)c1,i
Cc1c(CCC(=O)O)c(C)n2c(nc3ccccc32)c1C#N,i
CC(=O)Nc1ccc(NC(=O)c2ccc(=O)n(Cc3ccccc3Cl)c2)cc1,i
Cn1nc(NC(=O)c2cc3ccccc3o2)c2c1NC(=O)CC2c1ccco1 (configuration not stated),i
Cn1cnc2cc(OC(=O)c3cc4ccccc4o3)ccc21,i
CC(C)N1CCC(CNS(=O)(=O)CCc2ccccc2)CC1,i
Cc1nc(Nc2ccc(NC(=O)COc3ccc(Cl)cc3)cc2)cc(-n2cccn2)n1,i
O=C(Cn1ccc2ccccc21)NCCn1nc(-c2cccnc2)ccc1=O,i
Cc1cc(NC(=O)CN2CCC(c3nnc(C)s3)CC2)no1,i
COC(=O)c1ccccc1NC(=O)c1ccc(=O)[nH]n1,i
Cc1nnc(C2CCN(CC(=O)NCCc3ccccc3)CC2)s1,i
O=C(NCC(c1cccc2ccccc12)N1CCCC1)C(=O)Nc1ccon1 (configuration not stated),i
CS(=O)(=O)c1ccc(NC(=O)c2cc(Cl)sc2Cl)cc1,i
COc1ccc(NC(=O)Cn2cc(OC)c(=O)cc2CSc2nc(C)cs2)cc1OC,i
COc1cc(S(=O)(=O)Nc2cc(Cl)ccc2O)c(OC)cc1C,i
CC(C)C(=O)Nc1ccc(S(=O)(=O)NCC(C)(O)C2CC2)cc1 (configuration not stated),i
CCOc1cc(S(=O)(=O)Nc2ncccc2C)c(OCC)cc1C,i
O=C(NCC1CCN(Cc2ccsc2)CC1)C(=O)Nc1cccnc1,i
O=C(NCC1CCCO1)C(=O)NCC1(O)CCOCC1 (configuration not stated),i
Cc1ccc(-c2cc(=O)n(CC(=O)N(Cc3ccccc3)c3ccccc3)cn2)cc1,i
O=C(NCC1CCN(C(=O)/C=C/c2ccco2)CC1)c1nc2ccccc2s1,i
O=S(=O)(CCCOc1ccc2c(c1)OCO2)NCCc1c[nH]c2ccccc12,i
CC(=O)CC1(O)C(=O)N(CCOc2ccccc2Cl)c2ccccc21 (configuration not stated),i
CCc1ccc(NS(=O)(=O)c2ccc3nnc(C)n3c2)cc1,i
O=C(c1ccccc1F)N1CCC(CNC(=O)C2(c3ccccc3)CCOCC2)CC1,i
CCOC(=O)N1CCc2c(sc(NC(=O)c3ccnn3C(C)C)c2C#N)C1,i
CC(C)COc1ccc(S(=O)(=O)NCCC(O)c2ccco2)cc1 (configuration not stated),i
CC(=O)c1ccc(N2CCN(C(=O)c3snc(-c4ccc(C)cc4)c3N)CC2)cc1,i
CCN(CC)CCN1C(=O)C(=O)C(=C(O)c2ccc(OC)c(C)c2)C1c1ccccn1 (configuration not stated),i
CC(=O)c1ccc(NC(=O)c2ccc(=O)n(Cc3cccc(Cl)c3)c2)cc1,i
C=CCSc1nnc(-c2ccccc2NC(=O)c2cccc(S(=O)(=O)N3CCCCC3)c2)o1,i
Cc1cc(C(=O)Nc2c3c(nn2C)CCC3)on1,i
CCCC(=O)Nc1cc(C)nn1-c1nc(-c2ccc(Cl)cc2)cs1,i
O=C(NCC1CCN(S(=O)(=O)C2CC2)CC1)C(=O)NCC1CCCO1 (configuration not stated),i
O=C(Nc1ccc2c(c1)CN(C(=O)c1cccs1)CC2)NC1CCCCC1,i
CCc1cccc(CC)c1NC(=O)c1cncc(Br)c1,i
CC(C)C(=O)Nc1ccc(C(=O)NCCNC(=O)c2ccc(Cl)cc2Cl)cc1,i

# The list goes on:
Molecule | GIRK2 activator
CCOC(=O)N1CCN(C(=O)c2ccc(S(=O)(=O)NCc3cccs3)o2)CC1 | i
O=C(NCC(O)c1cccc2ccccc12)c1nc2ccccc2s1 (configuration not stated) | i
Cc1cccc(NC(=O)Cn2nc(-c3ccco3)ccc2=O)c1C | i
O=C1CCCC(=O)N1CCS(=O)(=O)NCc1cccc(Oc2ccc(F)cc2)c1 | i
O=C(CSc1ccc(-c2ccc3ccccc3c2)nn1)N1CCc2ccccc21 | i
O=C(NCc1ccccc1Cl)C(=O)NCC1CCN(Cc2ccsc2)CC1 | i
O=C(NCC1CCN(c2ncccn2)CC1)c1ccsc1 | i
COc1cc([N+](=O)[O-])ccc1NC(=O)c1ccc(=O)n(Cc2ccccc2)c1 | i
COc1ccc(S(=O)(=O)N2CCC(c3cccs3)CC2)cc1Cl | i
O=C(N1CCOCC1)C1(c2cc(-c3ccco3)on2)CC1 | i
O=C(Nc1nccs1)c1ccc(=O)n(Cc2ccc(F)cc2)n1 | i
O=C(NCC1(O)CCCC1)C(c1ccccc1)c1ccccc1 | i
COc1ccc(NC(=O)Cn2nc(-c3ccco3)c3sc(N4CCOCC4)nc3c2=O)cc1OC | i
COc1ccc(NC(=O)CCCn2nc(-c3cccs3)ccc2=O)cc1OC | i
O=S(=O)(CCCOc1ccc2c(c1)OCO2)N1CCCCCC1 | i
O=C(NCC1CCCO1)c1nn(-c2ccc(F)cc2)cc1OCc1ccccc1 (configuration not stated) | i
CCOc1ccc2ccccc2c1C(=O)NCC1COC2(CCCCC2)O1 (configuration not stated) | i
O=S(=O)(c1cccs1)N1CCC(c2nc(-c3ccc(Br)cc3)no2)CC1 | i
O=C(Cc1ccc(Cl)cc1)Nc1cccc(N2CCCCC2=O)c1 | i
CCc1cccc2sc(N(CCN3CCOCC3)C(=O)c3cccs3)nc12 | i
Cc1cc(-c2nnc(NC(=O)c3ccc(S(=O)(=O)N4CCCCCC4)cc3)o2)n(C)n1 | i
CCc1cccc2sc(N3CCN(C(=O)Nc4ccccc4Cl)CC3)nc12 | i
Cc1ccc(NC(=O)c2cccnc2)c(C(=O)O)c1 | i
Cn1nc(NC(=O)C2CCN(S(C)(=O)=O)CC2)c2c1NC(=O)CC2c1ccco1 (configuration not stated) | i
O=C(CSC1=NC2(CCCCC2)Nc2ccccc21)Nc1ccc2c(c1)OCCO2 | i
O=S(=O)(NCCOc1ccc(-c2ccccc2)nn1)c1ccc(F)c(C(F)(F)F)c1 | i
O=C(NCC(O)c1ccc(C(F)(F)F)cc1)c1ccc2nsnc2c1 (configuration not stated) | i
COc1ccc(-c2cc(-c3nc(-c4cccc(Cl)c4)no3)[nH]n2)cc1 | i
O=C(NCC#CCN1CCc2ccccc2C1)c1ccc(Br)o1 | i
Cc1cccc(Nc2ccc(N3CCN(C(=O)COc4ccccc4)CC3)nn2)n1 | i
CCOc1cccc2sc(N(CC3CCCO3)C(=O)c3ccn(C)n3)nc12 (configuration not stated) | i
CCOC(=O)N1CCC(NC(=O)c2cccc(-n3ccc4ccccc43)c2)CC1 | i
O=C(Nc1cc(-c2cccs2)nn1CCO)c1ccco1 | i
O=C(Nc1ccc2cn[nH]c2c1)C1(c2ccccc2)CCOCC1 | i
Cn1nnc2c(N3CCN(C(=O)NCCOc4ccccc4)CC3)ncnc21 | i
O=C(Nc1ccc(Cl)cc1)c1ccc(=O)n(Cc2ccc(Cl)cc2)c1 | i
O=S(=O)(c1ccc(F)c(Cl)c1)N1CCN(c2ccccc2F)CC1 | i
COc1cccc(-c2cn(CC(=O)N3CCc4ccccc43)nc2N2CCOCC2)c1 | i
CCOc1ccc(-c2cc(=O)n(CC(=O)NC3CCCC3)cn2)cc1 | i
CN(C)c1cccc(C(=O)N2CC(c3nc(-c4cccc(C(F)(F)F)c4)no3)C2)c1 | i

# Continued; it opens with the five that closed the last part.
Molecule | GIRK2 activator
O=C(Nc1ccc(Cl)cc1)c1ccc(=O)n(Cc2ccc(Cl)cc2)c1 | i
O=S(=O)(c1ccc(F)c(Cl)c1)N1CCN(c2ccccc2F)CC1 | i
COc1cccc(-c2cn(CC(=O)N3CCc4ccccc43)nc2N2CCOCC2)c1 | i
CCOc1ccc(-c2cc(=O)n(CC(=O)NC3CCCC3)cn2)cc1 | i
CN(C)c1cccc(C(=O)N2CC(c3nc(-c4cccc(C(F)(F)F)c4)no3)C2)c1 | i
Cn1nc(CNC(=O)c2ccc3cc[nH]c3c2)c2ccccc2c1=O | i
CN(C)C(=O)Cc1ccc(NC(=O)c2ccc3c(c2)OCO3)cc1 | i
O=C(Nc1ccccc1F)N1CC(c2nc(-c3cccc(C(F)(F)F)c3)no2)C1 | i
Cc1ccccc1-c1cc2c(=O)n(Cc3nc(-c4ccc(C(F)(F)F)cc4)no3)ccn2n1 | i
CCOC(=O)C(C)Sc1ccnc2c1c(=O)n(C)c(=O)n2C (configuration not stated) | i
CC(C)C(=O)NCCn1nc(-c2ccccn2)n(C)c1=O | i
Cc1cccc(N2CCN(S(=O)(=O)CCNC(=O)C34CC5CC(CC(C5)C3)C4)CC2)c1 | i
CC(O)(CNC(=O)Cc1cccc2ccccc12)c1ccc2c(c1)OCO2 (configuration not stated) | i
Cc1cc(NS(=O)(=O)c2ccc(NC(=O)COc3ccccc3C(C)C)cc2)no1 | i
COc1ccc(S(=O)(=O)N2CCC(C(=O)Nc3nc(-c4ccc(F)cc4)cs3)CC2)cc1 | i
Cc1cc(C)n(CCN2CCN(S(=O)(=O)c3cc(C)c(Cl)cc3Cl)CC2)n1 | i
CCCCOc1ccc(C(=O)NCC2CCN(C(C)C)CC2)cc1 | i
Cc1cc(-c2nnc(NC(=O)c3ccc(Cc4ccccc4)cc3)o2)nn1C | i
NC(=O)CNC(=O)C1CN(c2nc3c(C(F)(F)F)cccc3s2)C1 | i
CCOc1ccc(CC(=O)Nc2cccc(N3CCCC3=O)c2)cc1 | i
COCCNC(=O)C(=O)NCCCc1ccccc1 | i
COc1ccc2c(NCc3ccccc3OC)c(C#N)cnc2c1 | i
Cc1noc(C)c1S(=O)(=O)NC1CCCC(O)C1 (configuration not stated) | i
COc1ccc2sc(N(Cc3ccccc3)C(=O)C3CCCN3S(C)(=O)=O)nc2c1 (configuration not stated) | i
O=C(C1CCCO1)N1CCC2(CC1)NC(=O)N(Cc1ccc(Cl)cc1)C2=O (configuration not stated) | i
CCOC(=O)C1CCN(C(=O)Cc2csc(Nc3cccc(C(F)(F)F)c3)n2)CC1 | i
Cn1nc(-c2cccc(NC(=O)Nc3ccccc3)c2)ccc1=O | i
Cn1nnc2c(N3CCN(C(=O)NCc4cccs4)CC3)ncnc21 | i
CCCc1cc(=O)[nH]c(-n2nc(C3CC3)cc2NC(=O)Cc2ccc(-c3ccccc3)cc2)n1 | i
CS(=O)(=O)N1CCCc2ccc(NC(=O)Nc3ccc(Cl)cc3)cc21 | i
COCC(C)Nc1ncnc2nc[nH]c12 (configuration not stated) | i
CCOc1cccc2cc(S(=O)(=O)c3ccc(C)c(C)c3)c(=O)oc12 | i
COc1ccc(C2c3cccn3CCN2C(=O)NC(C)(C)C)cc1 (configuration not stated) | i
CCOc1ccc(S(=O)(=O)N2CCN(c3ccc4nnc(C)n4n3)CC2)cc1 | i
Cc1ccc(-n2nnnc2CN2CCN(S(=O)(=O)c3c(C)cc(C)cc3C)CC2)cc1 | i
COc1ccc(C2(CNS(=O)(=O)C3CC3)CCCC2)cc1 | i
COc1cc(NC(=O)N2CCN(c3ccc(-c4ccco4)nn3)CC2)cc(OC)c1 | i

# Pulled by structure from above, six records:
Molecule | GIRK2 activator
COc1cc(NC(=O)N2CCN(c3ccc(-c4ccco4)nn3)CC2)cc(OC)c1 | i
O=C(N1CCOCC1)C1(c2cc(-c3ccco3)on2)CC1 | i
CCOC(=O)N1CCc2c(sc(NC(=O)c3ccnn3C(C)C)c2C#N)C1 | i
COc1ccc2c(NCc3ccccc3OC)c(C#N)cnc2c1 | i
CN(C)C(=O)Cc1ccc(NC(=O)c2ccc3c(c2)OCO3)cc1 | i
Cc1noc(C)c1S(=O)(=O)NC1CCCC(O)C1 (configuration not stated) | i

# (cont.)
Molecule | GIRK2 activator
Cc1cc(-c2nnc(NC(=O)c3ccccc3F)o2)nn1C | i
COc1ccccc1-c1c(C)nn2c(N3CCCC3)cc(C)nc12 | i
COc1ccc(NC(=O)CC2=NS(=O)(=O)c3ccccc3N2)cc1Cl | i
O=C(c1cccc(F)c1)N(CCCn1ccnc1)c1nc2c(F)cccc2s1 | i
COc1ccc(S(=O)(=O)CCC(=O)Nc2nc(-c3cccc4ccccc34)cs2)cc1 | i
O=C(/C=C/c1ccccc1)NCC#CCN1CCc2ccccc2C1 | i
COc1cn(CC(=O)Nc2ccccc2)c(CSc2ncccn2)cc1=O | i
Cc1ccc(NC(=O)C(=O)NCC(c2ccccc2)N(C)C)c([N+](=O)[O-])c1 (configuration not stated) | i
Cc1cc([N+](=O)[O-])ccc1NC(=O)c1ccc(=O)n(Cc2c(F)cccc2Cl)c1 | i
O=C(NCCOc1ccc2nnc(-c3ccccc3)n2n1)c1c(F)cccc1F | i
C=CCn1c(SC)nc2scc(-c3ccc(C)cc3)c2c1=O | i
Cc1nc(-c2ccccc2)sc1C(=O)NCCCn1nc(-c2ccccc2)ccc1=O | i
O=C(CN1CCN(c2ccc3c(c2)OCCO3)C1=O)NCc1nc(-c2ccccc2)no1 | i
Cc1nc(C23CC4CC(CC(C4)C2)C3)cs1 | i
CCn1nc(C(=O)Nc2nc3c(OC)ccc(C)c3s2)cc1C | i
CCOCCn1c(=NC(=O)c2cc(C)no2)sc2cc(NC(C)=O)ccc21 | i

# Bioassay records as filed in PubChem.
